Assay outcomes as filed in PubChem.
SR-BI HDL uptake: inhibitors of SR-BI mediated HDL lipid uptake, primary screen, ldlA[mSR-BI] cells, fluorescence, single point; AID 488896, 2010; hit rate 0.96% among 320,000; inhibition, % at 12.5 µM; ldlA[mSR-BI] CHO cells, DiI-HDL uptake fluorescence, 3 h;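 active = mean replicate inhibition of at least 70% and a set share of replicates each scoring 70 or more; inconclusive = meets just one of the two criteria; inactive = fails both criteria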;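 note: 0% = median of neutral control wells and 100% = median of positive control wells; values of inactives mirror those of a sister screen read the other way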
Target sequence (Q61009 whole entry, looked up): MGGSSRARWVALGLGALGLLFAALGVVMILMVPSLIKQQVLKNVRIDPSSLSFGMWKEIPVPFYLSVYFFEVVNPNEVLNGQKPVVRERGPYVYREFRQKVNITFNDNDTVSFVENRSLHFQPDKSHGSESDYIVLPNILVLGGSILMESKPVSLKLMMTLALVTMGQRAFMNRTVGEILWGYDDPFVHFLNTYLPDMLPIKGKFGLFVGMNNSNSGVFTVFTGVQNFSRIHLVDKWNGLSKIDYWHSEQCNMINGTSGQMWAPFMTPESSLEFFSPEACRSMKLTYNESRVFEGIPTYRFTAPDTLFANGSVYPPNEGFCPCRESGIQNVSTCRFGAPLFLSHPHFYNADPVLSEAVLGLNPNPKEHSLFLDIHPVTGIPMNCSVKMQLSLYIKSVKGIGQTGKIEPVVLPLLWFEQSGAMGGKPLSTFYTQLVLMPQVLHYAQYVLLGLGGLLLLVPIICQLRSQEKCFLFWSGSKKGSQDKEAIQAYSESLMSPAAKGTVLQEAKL
phage Ecoli inh: growth loss of phage-infected E. coli, primary screen, RecBCD inhibitor project, absorbance, with phage, HTS; AID 651602, 2012; hit rate 0.26% among 360,000; inhibition, % at 11.9 µM; in the data active = inhibition above about 11%
AddAB inh: growth inhibition of E. coli expressing H. pylori AddAB, primary screen, AddAB inhibitor project, absorbance; inhibition, % at 11.9 µM; hit rate 0.29% among 330,000; AID 435030, 2010; in the data active = inhibition above about 12%;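 note: 0% = vehicle wells of infected cells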
CAL PDZ FP-1: untagged CAL PDZ binding inhibitors, primary screen, biochemical, fluorescence polarization, HTS | purified CAL PDZ, TMR-peptide fluorescence polarization, 1 h | inhibition, % at 24.9 µM | hit rate 0.92% among 300,000 | AID 602252, 2012;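 active = mean inhibition of at least 30% with at least half of replicates also reaching 30%; inconclusive = no clear call, values can overlap the other calls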;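 note: 0% = DMSO neutral control and 100% = excess unlabeled competitor peptide PRC23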
Tat transport: E. coli Tat export inhibitors, primary screen, MC4100, TorA-mCherry reporter, fluorescence, single point; hit rate 0.036% among 340,000; inhibition, % at 10 µM;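 active = mean replicate inhibition at least 50% and at least half of replicates individually reaching 50%; inconclusive = only one of the two criteria met; inactive = neither criterion met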;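 note: exported cargo escapes ClpAP degradation while cytoplasmic cargo is degraded and loses fluorescence; 0% = median of neutral control wells and 100% = median of NaSCN control wells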
Wnt bcat act: Wnt/beta-catenin pathway activators, primary screen, cell-based, plate reader, single point | Wnt/beta-catenin reporter cell assay, activator | activation, % at 9.35 µM | hit rate 1.2% among 300,000; in the data active = activation above about 30%, passing the limit was not always enough; inconclusive = no clear call, values can overlap the other calls;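 note: 0% = neutral control wells and 100% = positive control wells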
E coli growth: E. coli V3065 growth inhibition, primary screen, counter-screen for AddAB inhibitor project, absorbance, OD600; 18 h; inhibition, % at 11.9 µM; hit rate 0.27% among 330,000; AID 449728, 2010;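 active = inhibition above the campaign's mean inhibition across all tested compounds plus 3 SD, cut at about 9.9% in these data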;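 note: uninfected addAB+ strain grown without phage in ampicillin broth; 0% = DMSO wells and 100% = ciprofloxacin 0.95 µg/ml wells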
MITF TRPM1 HTS: activators of MITF-driven TRPM1 promoter reporter, primary screen, cell-based, SK-MEL-5, luciferase, single point; hit rate 0.75% among 300,000; activation, % at 12.5 µM; AID 588334, 2011; SK-MEL-5 TRPM1-promoter luciferase, 24 h; % of positive control, neutral wells = 0;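 active = mean activation of at least 80% with every replicate also reaching 80%; inconclusive = mean reaches 80% but some replicate falls short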;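 note: 0% = neutral control wells and 100% = parthenolide positive control wells; values of inactives mirror those of a sister screen read the other way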
SR-BI DiI-HDL act: activators of SR-BI mediated DiI-HDL uptake, primary screen, ldlA[mSR-BI] CHO cells, DiI fluorescence; 3 h; 100 = double the neutral-control signal; activation, % at 12.5 µM; hit rate 0.096% among 320,000;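 active = mean replicate activation of at least 60% and every replicate at or above 60%; inconclusive = mean or all-replicate condition met, but not both; inactive = mean below 60% and not all replicates reaching 60%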;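 note: 0% = median plate neutral-control signal and 100% = twice that signal; values of inactives mirror those of a sister screen read the other way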
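Material – SR-BI-overexpressing, LDLR-lacking CHO cells · Medium – BSA-supplemented, HEPES-buffered Ham's F12, pH 7.4 · Doses – single concentration · Times – compound with DiI-HDL co-incubation, 3 h at 37 °C · Measured by – bottom-read fluorescence, 550/595 nm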
CAL PDZ FP-2: CAL PDZ peptide-binding inhibitors, primary screen, biochemical, fluorescence polarization, Cer-tagged CAL PDZ, HTS. Golgi-associated PDZ and coiled-coil motif-containing protein (Homo sapiens), Q9HD26. purified CAL PDZ, TMR-peptide fluorescence polarization, 1 h. inhibition, % at 20 µM. hit rate 0.02% among 330,000. AID 504414, 2011;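 active = highest replicate inhibition of at least 40%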;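 note: plate controls were DMSO neutral control wells for no effect and unlabeled competitor peptide control wells for full effect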
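material = purified tagged CAL PDZ domain construct (CerCALP) | compound dosing = 20 µM, one dose | times = 1 h at RT | measured by = fluorescence polarization from S- and P-plane intensities, G-factor corrected | read-out = inhibition from polarization loss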
An asterisk follows results filed as active; ? = inconclusive; / = no result given.

SMILES | SR-BI HDL uptake | phage Ecoli inh | AddAB inh | CAL PDZ FP-1 | Tat transport | Wnt bcat act | E coli growth | MITF TRPM1 HTS | SR-BI DiI-HDL act | CAL PDZ FP-2
COc1ccc(NC(=O)C2CCN(c3cc(-c4ccccc4)nc4ncnn34)CC2)cc1OC | 8 | -1.2 | 0.8 | -5 | -4 | / | -1.1 | -27 | -8 | -6.3
COc1ccc(CN2CCN(C(=O)c3ccc(S(=O)(=O)NCc4ccco4)cc3)CC2)cc1F | ? | 1.9 | / | -3 | 5 | 3 | / | -20 | -72 | 0.5
COc1cc(-c2nc(CCNC(=O)c3ccco3)cs2)cc(OC)c1OC | 14 | 2.0 | 1.5 | -3 | -13 | -4 | 0.9 | -11 | -14 | -2.7
O=C(CN1CCN(c2ccc(F)cc2)CC1)NCc1ccc(F)cc1 | 2 | 0.1 | 0.2 | -1 | -9 | -2 | -1.9 | -7 | -2 | -0.2
CS(=O)(=O)c1ccc2nc(NC(=O)C3CCCCC3)sc2c1 | 7 | 0.2 | -0.4 | -4 | -5 | / | 0.4 | -8 | -7 | -1.0
O=C(C(NS(=O)(=O)c1cccc2nsnc12)c1ccccc1)N1CCN(c2ccccn2)CC1 (stereo not drawn) | 32 | 0.3 | 1.7 | 0 | -1 | -9 | 1.1 | / | -32 | -1.2
O=C(CN1C(=O)C2C3CCC(C3)C2C1=O)OCC(=O)c1cccc([N+](=O)[O-])c1 (stereo not drawn) | -17 | 2.3 | 1.8 | -6 | 3 | 5 | 0.9 | -4 | 17 | -1.9
O=C(CSC1=NCCS1)Nc1ccnc2ccccc12 | 8 | 0.3 | -1.3 | -1 | 17 | / | -1.2 | 3 | -8 | -3.8
C/C(=N\Nc1ccccc1Cl)c1ccc(-n2ccnc2)cc1 | 17 | 0.3 | -2.0 | -4 | 18 | 0 | 0.6 | 26 | -17 | -0.9
CC(C)c1ccc2[nH]c(O)c(N=NC(=S)NCCc3ccccc3)c2c1 | 16 | 2.0 | 1.2 | -4 | -6 | / | -1.1 | -1 | -16 | -4.0
CCOC(=O)Cn1c(S(=O)(=O)Cc2ccccc2)nc2ccccc21 | -30 | 2.7 | -0.2 | / | 1 | 0 | -1.3 | / | 30 | -1.2
COc1ccc(F)cc1-c1nc(N)nc(N)n1 | -24 | 0.8 | 0.0 | -4 | -2 | 7 | -1.0 | 3 | 25 | -0.6
O=C(COc1ccccc1[N+](=O)[O-])N/N=C/c1cccc(OC(=O)c2ccc3c(c2)OCO3)c1 | 14 | 2.5 | -1.1 | -3 | 4 | 29 | -3.6 | 95* | -14 | -1.1
COc1cc(C(=O)NCC(=O)NNC(=O)CN(C)S(=O)(=O)c2ccc(Cl)cc2)cc(OC)c1OC | -6 | 1.2 | 1.0 | -1 | 5 | -1 | -1.2 | -15 | 6 | -0.4
O=C(CNC(=O)C12CC3CC(CC(C3)C1)C2)N/N=C\c1ccccn1 | -7 | 4.0 | 6.6 | -5 | 2 | 0 | 3.5 | 3 | 7 | 1.0
CCCc1cc(=O)[nH]c(SCC(=O)Nc2cc(S(=O)(=O)N(CC)c3ccccc3)ccc2Cl)n1 | 1 | 0.1 | -0.3 | -2 | -2 | -3 | -1.6 | / | -1 | -0.9
COc1ccc(C(C)NC(=O)C2CCCC2)cc1 (stereo not drawn) | 13 | 2.4 | 0.5 | -3 | -4 | -1 | -0.3 | 5 | -13 | /
COc1ccc(S(=O)(=O)N2CCN(CC(=O)N3c4ccccc4CC3C)CC2)cc1OC (stereo not drawn) | 6 | 1.1 | / | -4 | -3 | 0 | / | -4 | -6 | -1.5
CC(OCCN1CCCC1)(c1ccc(F)cc1)c1ccc(F)cc1 | -2 | 1.8 | 0.0 | / | 4 | 0 | 1.1 | 19 | 2 | -1.6
COc1cc(/C=C2\SC(=S)N(C(C(=O)O)c3ccccc3)C2=O)ccc1O (stereo not drawn) | -7 | 0.6 | -4.5 | -13 | -7 | 2 | -3.9 | 6 | 7 | -3.1

Single records, from the list above. Order of screens: SR-BI HDL uptake, phage Ecoli inh, AddAB inh, CAL PDZ FP-1, Tat transport, Wnt bcat act, E coli growth, MITF TRPM1 HTS, SR-BI DiI-HDL act, CAL PDZ FP-2
`COc1ccc(F)cc1-c1nc(N)nc(N)n1` as listed: -24, 0.8, 0.0, -4, -2, 7, -1.0, 3, 25, -0.6
`O=C(CN1C(=O)C2C3CCC(C3)C2C1=O)OCC(=O)c1cccc([N+](=O)[O-])c1` (stereo not drawn) as listed: -17, 2.3, 1.8, -6, 3, 5, 0.9, -4, 17, -1.9

The listing continues.
SMILES | SR-BI HDL uptake | phage Ecoli inh | AddAB inh | CAL PDZ FP-1 | Tat transport | Wnt bcat act | E coli growth | MITF TRPM1 HTS | SR-BI DiI-HDL act | CAL PDZ FP-2
CN(C)c1oc(/C=C/c2cccs2)nc1S(=O)(=O)c1ccccc1 | 7 | -0.4 | 1.5 | -9 | -1 | -1 | 1.4 | -7 | -7 | -2.3
COc1ccc(S(=O)(=O)N(C)C[C@H]2Oc3c(cccc3N(C)C)C(=O)N([C@H](C)CO)C[C@@H]2C)cc1 | -41 | 1.9 | -0.6 | 4 | -3 | -2 | -0.3 | -1 | 41 | -4.3
Cn1c(=O)c2c(nc(Sc3ncccn3)n2Cc2ccccc2Cl)n(C)c1=O | -28 | 3.6 | 1.6 | / | -2 | -4 | -2.6 | 0 | 28 | -1.9
CC1CCN(C(=O)CN(C2CCCCC2)S(C)(=O)=O)CC1 | / | -0.5 | 2.7 | -2 | -2 | / | 0.2 | -6 | / | -1.0
O=C(O)c1ccc(Nc2ncc([N+](=O)[O-])cc2[N+](=O)[O-])cc1 | -11 | 1.8 | 1.2 | -3 | -2 | -3 | -2.2 | 1 | 11 | -0.1
COc1cccc(NC(=O)Cn2cnc3c(oc4nc5c(cc43)CCCC5)c2=O)c1 | -24 | -0.1 | 3.4 | 3 | 0 | -2 | 2.6 | 2 | 24 | -1.3
CCSc1nnc(Cn2c(=O)sc3ccccc32)n1-c1ccc(OC)cc1 | -8 | 2.9 | 3.8 | / | 2 | 2 | 1.7 | -8 | 8 | -0.7
C[N+]1(CCOC(=O)C2(c3ccccc3)CCCC2)CCCCC1 | -37 | -0.3 | 3.1 | 2 | -14 | 0 | -1.8 | 7 | 37 | -2.5
CC(C)(C)NCCCCOc1ccc(F)cc1 | -13 | 2.8 | 2.3 | -7 | -11 | / | -0.7 | 9 | 13 | -1.5
COc1cc(OC)c(OC)cc1/C=N/Nc1ncnc2c1[nH]c1ccc(C)cc12 | 15 | 0.9 | -2.9 | -2 | -5 | -2 | -0.1 | 8 | -15 | 0.7
Cc1cc(/C=C2/C(=N)N3C(c4ccccc4)=CSC3=NC2=O)c(C)n1-c1ccccc1 | 22 | -1.2 | 0.2 | 9 | 5 | / | -0.3 | 13 | -22 | -2.7
Cc1oc(-c2ccccc2Cl)nc1CS(=O)CC(=O)NCc1ccco1 (stereo not drawn) | 14 | -0.2 | 3.5 | / | -3 | -2 | 0.2 | -5 | -14 | -1.1
CC1NC(=O)N(C)C2NC(=O)N(C)C(c3ccccc3)C12 (stereo not drawn) | -47 | 2.9 | 2.2 | -3 | -3 | / | 2.5 | -4 | 47 | -0.4
COc1ccc(NC(=S)NC(=O)c2csnn2)cc1 | 9 | 3.7 | -0.8 | -2 | -2 | 1 | -4.8 | 10 | -9 | -0.8
COCCn1c(SCc2nnc(-c3ccccc3)o2)nc2sc3c(c2c1=O)CCC3 | 12 | -1.1 | / | -7 | 10 | 2 | / | / | -12 | -3.0
Clc1ccc(-c2nnnn2-c2ccc(Cl)cc2)cc1 | -7 | 1.3 | -0.5 | / | 8 | -1 | 0.0 | / | 7 | 0.1
O=C(COC(=O)CNC(=O)c1cccs1)Nc1ccc(C(F)(F)F)cc1[N+](=O)[O-] | 14 | -2.8 | 1.0 | 3 | -5 | -1 | 0.3 | -5 | -14 | -2.1
CC(=O)Nc1ccc(S(=O)(=O)Nc2cccc(-n3cnnn3)c2)cc1 | -12 | 3.0 | 2.1 | -4 | -4 | -1 | -2.5 | 8 | 12 | -0.4
COC(=O)C1=C(N)Oc2cc(C)n(Cc3cccnc3)c(=O)c2C1c1cccc(OC)c1OC (stereo not drawn) | -21 | 4.0 | -1.2 | -1 | 21 | / | 0.8 | -8 | 21 | -0.8
Cc1ccc(C(=O)COC(=O)CCCC(=O)Nc2cc(C(F)(F)F)ccc2Cl)cc1C | -9 | -0.4 | -1.1 | -5 | 23 | / | 0.2 | -2 | 9 | -0.4
O=C(CSc1nnc(COc2cccc3cccnc23)o1)N1CCCC1 | 2 | 1.2 | 0.4 | -4 | -5 | 0 | 0.5 | -4 | -2 | -1.5
COC(=O)CSc1nc2sccc2c(=O)n1-c1ccccc1 | -3 | 0.2 | 3.4 | 0 | -9 | -1 | -2.7 | 21 | 3 | -8.8
O=C(Nc1sc2c(c1C(=O)c1ccc(Cl)cc1)CCCC2)c1cccnc1 | 64 | 3.0 | 3.4 | -3 | 5 | / | -2.8 | / | -64 | -4.4
CCC(=O)OC1(C)C(=O)C=C2C=C(CCCC(=O)OC)OC=C2C1=O (stereo not drawn) | 8 | 2.8 | 2.0 | 5 | -1 | -2 | 0.5 | -6 | -8 | -0.3
Cc1nn(-c2ccccc2)c(Cl)c1C(=O)Nc1ccc(N2CCOCC2)cc1 | -9 | 4.0 | 3.8 | 1 | -6 | -1 | 0.2 | 5 | 9 | -0.1
O=C(Nc1cccnc1)C12CC3CC(CC(C3)C1)C2 | -10 | 0.6 | -0.5 | / | 2 | 0 | -0.4 | -9 | 10 | 0.0
CCn1c(=N)c(S(=O)(=O)c2ccccc2)cc2c(=O)n3ccccc3nc21 | -11 | 0.1 | 0.1 | -4 | 5 | -1 | -3.6 | 9 | 11 | 0.7
COc1cc(-c2nnc(NC(=O)c3ccc(S(=O)(=O)N4CCOCC4)cc3)o2)cc(OC)c1OC | / | 4.1 | -0.4 | / | / | -5 | -2.9 | / | / | /
COc1cccc(NC(=O)Cc2nc(-c3ccccc3)sc2-c2ccc(C)cc2)c1 | 86* | 1.4 | -0.3 | -2 | -15 | 0 | -0.9 | 9 | -86 | -3.3
CCOC(=O)CNc1c(-c2ccc(O)cc2)nc2ccc(Cl)cn12 | 5 | 2.5 | -4.0 | 1 | -1 | / | -2.0 | 25 | -5 | -0.6
Cc1ccc(C(=O)NC(C)c2ccc(-n3ccnc3)cc2)o1 (stereo not drawn) | -17 | 2.7 | 2.6 | -2 | -2 | -3 | 1.6 | 5 | 17 | -2.0
CCOc1nc(-c2ccc(Cl)cc2)nc2ccccc12 | -33 | -0.1 | 1.3 | -5 | -1 | 14 | 1.5 | -18 | 33 | -0.9
